E-sel TNF inh: TNF alpha driven E-selectin expression inhibition | inhibition, % at 2 µM | HUVEC TNFa-induced E-selectin immunofluorescence, high content | hit rate 0.71% among 120,000;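 active = inhibition above the batch mean plus 3 SD, and confirmed as a hit on visual image review, cut at about 43% in these data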;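 note: 0% = TNF-stimulated DMSO wells and 100% = unstimulated control wells; not every result past the cut was called active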
Active calls of the source: *. This is a subset; the hit share may differ from the screen's.

E-sel TNF inh	Structure
-21	C=CCOc1ccc(C2C(C(=O)c3ccco3)=C(O)C(=O)N2c2nnc(C)s2)cc1 (stereo not given)
-57	COc1ccccc1OCCC(=O)OCC(=O)c1c(N)n(C)c(=O)n(C)c1=O
-13	CCN(CC)S(=O)(=O)c1ccc(N2CCCCC2)c(NC(=O)c2ccncc2)c1
-14	Oc1ccc(-c2nncn2-c2ccccc2)cc1
0	CCc1cc2c(SCC(=O)NC(=O)c3cccn3C)ncnc2s1
15	O=C1C2C3c4ccccc4C(c4ccccc43)C2C(=O)N1Cc1ccccn1 (stereo not given)
-21	Cc1n[nH]c(=O)n1-c1ccc(OC(F)(F)F)cc1
-16	CCN(CC)S(=O)(=O)c1cccc(C(=O)N/N=C(\C)c2cccs2)c1
-30	CCn1ccnc1CN(C)Cc1nc(Cc2cccc(C(F)(F)F)c2)no1
9	COc1cccc(-n2c(=O)c3c(C)c(C(=O)N(C)C)sc3n(CC(=O)NCCc3ccc(OC)c(OC)c3)c2=O)c1
5	CN1CCN(C2=CC3=CC(=C(C#N)C#N)CCC3CC2)CC1 (stereo not given)
-22	Cc1ccc(NC(=O)CNCc2ccccc2)c(Br)c1
-20	O=C(CCc1ccccc1)N1N=C(c2ccncc2)CC1(O)C(F)(F)F (stereo not given)
-12	CCOc1ccccc1Nc1nnc(SCC(=O)Nc2nc(-c3ccc(OC)cc3)cs2)s1
-64	CN(C)C(=S)SCC(=O)NCc1ccc(F)cc1
13	Cc1ccc(C(=O)Oc2cc(C)[nH]c(=O)c2[N+](=O)[O-])cc1
6	Cc1ccc(C)n1-c1ccc(-c2ccn[nH]2)cc1
-11	CN(Cc1cccnc1)C(=O)CNC(=O)c1ccc(Cl)cc1Cl
16	S=C(NCc1cccs1)NCC1CCCO1 (stereo not given)
6	O=C(NCCc1c[nH]c2ccccc12)/C(=C/c1cccnc1)NC(=O)c1ccccc1

The results go on:
E-sel TNF inh	Structure
11	Cc1c(NC(=O)/C=C/c2ccc(S(=O)(=O)N3CCOCC3)cc2)c(=O)n(-c2ccccc2)n1C
16	CN(Cc1ccc(F)cc1)C(=O)CCc1nnc(-c2ccccc2)o1
-3	CCOc1ccc(C(=O)NC2CCN(CC(=O)NCc3cccs3)CC2)cc1
-13	CCOC(=O)CNC(=O)N1CCCC(CNS(=O)(=O)Cc2ccccc2)C1 (stereo not given)
7	O=c1ccc(/C=C/c2ccccc2)nn1Cc1ccc(F)cc1
3	CNC(=S)NNC(=O)c1sc2cc(C(F)(F)F)cnc2c1-c1ccccn1
12	COc1ccc(Cl)cc1NC(=S)N(CCN1CCOCC1)C1CCN(C(C)=O)CC1
-11	Cc1ccc(C(C(=O)NC(C)(C)C)N(Cc2ccc3c(c2)OCO3)C(=O)c2ccc(CN3CCOCC3)o2)o1 (stereo not given)
-39	c1ccc(C2=Nc3cccnc3C(c3ccccc3)=NN2)cc1
-17	COc1ccc(C(=O)C2CCCN(C3Cc4ccccc4C3)C2)cc1OC (stereo not given)
7	Cc1ccc(N(CC(=O)NC(C)(C)C)C(=O)CNC(=O)c2cccs2)cc1
-43	O=C(COC(=O)c1ccc2c(=O)n3c(nc2c1)CCC3)NC1CCS(=O)(=O)C1 (stereo not given)
-15	CC(C)N(Cc1ccccc1)C(=O)/C=C/c1ccccc1[N+](=O)[O-]
-12	O=C(CC1C(=O)NCCN1Cc1c(F)cccc1Cl)NCCCn1ccnc1 (stereo not given)
-12	Cc1c(C=O)n(C)n(-c2ccccc2)c1=O
-16	COc1cc(CN2CCNC(=O)C2CC(=O)N2CCCCO2)cc(OC)c1 (stereo not given)
-21	Cc1cc2nc(CCl)cc(=O)n2[nH]1
-48	O=C(NCC1CCCO1)c1cccc(Oc2ccc([N+](=O)[O-])cc2Cl)c1 (stereo not given)
22	CCC(=O)Nc1ccc(C(=O)NCCCn2ccnc2)cc1
8	Cc1onc(C(=O)NCc2ccccn2)c1[N+](=O)[O-]

The list goes on.
E-sel TNF inh	Structure
-2	NC(=O)COC(=O)Cc1coc2cc3c(cc12)CCC3
-8	CCOCCCNC(=O)c1ccc2c(=O)n(Cc3ccc4c(c3)OCO4)c(=S)[nH]c2c1
-11	CC(=O)Nc1ccc(-c2ccc(NC(C)=O)cc2)cc1
8	O=C(/C=C/c1ccc[nH]1)c1ccccc1
-2	Cc1ccc(-c2ccc(/C=N/NC(=O)CN3CCOCC3)o2)cc1[N+](=O)[O-]
-39	COc1ccc(CCNC(=O)Cc2cc(OC)c(OC)cc2Br)cc1OC
14	CCOC(=O)CC(=O)CSc1ncnc2c1nnn2-c1ccc(F)cc1
10	Cc1noc(C)c1COc1ccc(C(=O)OCC(=O)Nc2c(C)n(C)n(-c3ccccc3)c2=O)cc1
-11	CC1CN(C(=O)COC(=O)c2ccc(NC(=O)CC#N)cc2)CC(C)O1 (stereo not given)
-13	O=C(CCn1c(=S)[nH]c2ccccc2c1=O)NCCc1ccccc1
-9	COc1ccc(CC(CC(=O)O)C(=O)NCc2ccccc2)cc1 (stereo not given)
-23	O=C(NCCc1ccc(Cl)cc1)c1cccs1
4	CCC1CC(/C(C)=N/NC(N)=O)OC1=O (stereo not given)
-29	COC(=O)c1ccc(C(=O)Nc2ccc(C(C)C)cc2N)cc1
-31	Cc1ccc(OCC(=O)NC2CC(C)(C)NC(C)(C)C2)c(C)c1
-16	O=C(Cn1cnc2c(oc3ccccc32)c1=O)N1CCCC1
19	Cc1ccc(/C=C/C(=O)O)cc1S(=O)(=O)NC1CCS(=O)(=O)C1 (stereo not given)
1	O=C1CC(C(=O)Nc2cccc(F)c2)n2ncnc2N1 (stereo not given)
-31	O=C(CSc1nc2ccccc2c(=O)n1CCCN1CCOCC1)N1CCN(c2ccccc2)CC1
-6	COc1ccccc1C(=O)N/C(=C/c1cccc([N+](=O)[O-])c1)C(=O)Nc1cccc(C(=O)O)c1

Next section.
E-sel TNF inh	Structure
100*	CN(CCC#N)C(=O)COC(=O)c1ccccc1C(=O)c1ccc(Cl)c([N+](=O)[O-])c1
-16	COCC1CCN(Cc2cn[nH]c2-c2cc3ccccc3o2)C1 (stereo not given)
-7	CCC(=O)Nc1cc(C(=O)O)ccc1Sc1ccccc1
-21	COc1cc(C(=O)NCc2ccc3c(c2)cc(C)n3C)cc(OC)c1OC
29	O=C(COC(=O)C1CCCCC1)Nc1ccc([N+](=O)[O-])cc1
2	COc1cc(C(=O)Nc2ccc3c(c2)N(C(=O)CCN(C)C)c2ccccc2CC3)cc(OC)c1OC
12	CCNC(=O)Nc1nc2ccccc2s1
-20	C=CCn1c(=O)/c(=C\c2ccccn2)s/c1=C(/C#N)C(=O)NCC1CCCO1 (stereo not given)
-4	COc1ccc(-n2c(C)cc(C(=O)CN3C(=O)C(=O)N(Cc4ccccc4)C3=O)c2C)cc1
-1	Cc1cccc(C(=O)NNC(=O)c2cccc([N+](=O)[O-])c2)c1
7	Cc1ccc(C(=O)O/N=C(\c2ccccc2)c2ccncc2)cc1
-27	Cc1csc(SCC(=O)N(C)c2c(N)n(Cc3ccccc3)c(=O)[nH]c2=O)n1
-23	CC(C)(C)C(=O)N1CCC(O)(CS(=O)(=O)c2ccc(Cl)c(Cl)c2)CC1
-22	CCOC(=O)c1cn2c(C)cccc2n1
10	COC(=O)N/N=C\c1cc2c(cc1Br)OCO2
-12	CSc1nc(-c2ccccc2)c(C#N)c(=O)n1C
-15	CC(=O)Nc1scc(-c2ccccc2)[n+]1-c1ccc(C)cc1
5	O=C(CCc1nnc(CCCCc2ccccc2)o1)NCCN1CCOC1=O
6	COc1ccc(Cn2c(CCC(=O)Nc3ccccc3OC)nc3cccnc32)cc1
-2	Cc1ccc(OC(=O)c2sc3ncn(C)c(=O)c3c2C)cc1

Look-ups from the entries so far.
Value for COc1cc(C(=O)NCc2ccc3c(c2)cc(C)n3C)cc(OC)c1OC in E-sel TNF inh: -21
Value for C=CCn1c(=O)/c(=C\c2ccccn2)s/c1=C(/C#N)C(=O)NCC1CCCO1 (stereo not given) in E-sel TNF inh: -20

Continuation.
E-sel TNF inh	Structure
-27	Cc1cc(S(=O)(=O)N(Cc2ccccc2F)C2CC2)ccc1-n1cnnn1
21	Cc1cccc(C)c1NC(=O)COC(=O)c1ccc2[nH]c3c(c2c1)CCCC3
10	O=C(CN(c1ccccn1)S(=O)(=O)c1ccc(F)cc1)Nc1ccccc1
12	COc1cccc(NC(=S)NN=C2CCC(C(C)(C)C)CC2)c1 (stereo not given)
6	CCCn1c(SCC(=O)N2CCCC(C)C2)nnc1-c1cccnc1 (stereo not given)
11	Cc1ccc(NC(=O)C(NCc2ccccn2)c2ccccc2)cc1 (stereo not given)
-16	Cc1cc(C(=O)OCC(=O)Nc2ccc(S(N)(=O)=O)cc2)c2ccccc2n1
2	O=C(O)Cc1csc(-c2cccc(F)c2)n1
-15	Cc1nnc(SCCCCSc2nnc(C)c(=O)[nH]2)[nH]c1=O
-6	CC(C)C(NC(=O)CNC(=O)OC(C)(C)C)C(=O)NCc1ccc(Cl)cc1 (stereo not given)
-14	Cc1ccc(S(=O)(=O)N2CCC(C(=O)NNC(=O)c3ccc(F)cc3)CC2)cc1
-49	CCCCCC(O)CCC(=O)NNC1=CC(=O)CC(C)(C)C1 (stereo not given)
-3	O=C(O)c1ccc(Cn2cnc3sc4c(c3c2=O)CCCC4)cc1
-20	Cc1ccccc1N1C(=O)CSC1=C(C#N)C#N
-46	N#CC(Sc1ccccn1)c1ccc(Cl)cc1Cl (stereo not given)
-15	O=C(NC(=S)Nc1ccc(F)c([N+](=O)[O-])c1)c1ccccc1F
8	CCN(CC)c1cc(C)c2cc(NC(=O)c3cccs3)ccc2n1
7	CC(C)C(C)(C#N)NC(=O)CSc1nncn1-c1ccccc1 (stereo not given)
-2	CCOC(=O)c1cnc2ccc(OCC)cc2c1NCCN1CCOCC1
-6	CCOC(=O)NC(C)N1C(=O)C2C3C=CC(C3)C2C1=O (stereo not given)

Next compounds
E-sel TNF inh	Structure
13	O=C(O)CCN(Cc1ccccc1)S(=O)(=O)c1ccc(Cl)cc1F
11	O=C(Cn1cnc2ccccc2c1=O)NCC(=O)N1CCOCC1
23	N=C1/C(=C\c2ccc(OC(=O)c3ccco3)cc2)C(=O)N=C2SC=NN12
22	O=C(NNC(=O)c1ccccc1[N+](=O)[O-])c1ccccc1[N+](=O)[O-]
2	Cc1cc(C)n(CCN(C)c2nc3nonc3nc2NC2CC2)n1
22	O=C(O)c1ccc(-c2ccc(/C=C3\NC(=O)N(Cc4ccc(Cl)cc4)C3=O)o2)cc1Cl
-30	CCOc1cc2[nH]c(=O)n(CCCC(=O)N(C)Cc3ccccc3)c(=O)c2cc1OCC
-38	CCOc1ncccc1C(=O)OCC(=O)c1ccc(C)c(C)c1
-13	O=C(/C=C/c1ccco1)Nc1ccccc1N1CCCC1
-19	CN(C)Cc1nc2ccccc2c(=O)n1Cc1nc(-c2cccc([N+](=O)[O-])c2)cs1
5	O=C(CC1S/C(=N/N=C/c2cccnc2)NC1=O)Nc1ccccc1 (stereo not given)
75*	CC(=O)N[C@@H](Cc1c[nH]c2ccccc12)C(=O)OCC(=O)Nc1ccc(S(=O)(=O)N(C)C)cc1
-32	CCOc1cc(N2CCOCC2)c(OCC)cc1NC(=O)c1ccc(OC)cc1
-25	CC(=O)Nc1ccc(S(=O)(=O)Nc2cccc3[nH]ncc23)cc1
-9	CCC(Cc1ccccc1)NCc1c(C(=O)O)c(C)n(Cc2ccccc2)c1C (stereo not given)
7	COc1ccc(/C=C/C(=O)OCC(=O)N2CC(=O)Nc3ccccc32)cc1S(=O)(=O)N1CCOCC1
5	FC(F)c1nc2ccccc2[nH]1
3	COCCNC(=O)C(c1ccc(F)cc1)N(C(=O)CCC(=O)Nc1nccs1)c1cccc(C)c1 (stereo not given)
-32	Cc1ccc2nc(NC(=O)C3CC(=O)N(Cc4ccco4)C3)sc2c1 (stereo not given)
-39	CCn1c(SCC(=O)NNC(=O)c2ccc(OC)cc2)nnc1-c1cccnc1

(cont.)
E-sel TNF inh	Structure
-13	O=C(/C=C/c1ccco1)OCc1nnc(-c2ccc(Cl)cc2)o1
-10	COc1ccc(CCNS(=O)(=O)c2cc(/C=C/C(=O)O)ccc2C)cc1OC
14	CC1CC2=C(NC(=S)NC2c2cccc(F)c2)/C(=C/c2cccc(F)c2)C1 (stereo not given)
-12	CCn1nc(C)c(NC(=O)c2cnn3c(C(F)F)cc(-c4ccccc4)nc23)c1C
6	CC1CC(CC(=O)Nc2nc(-c3ccccc3)cs2)C(=O)O1 (stereo not given)
18	COc1ccc(/C(C)=N/NC(=O)c2ccccc2OCc2ccccc2)c(OC)c1
-24	O=C(CN(c1ccccn1)S(=O)(=O)c1ccc(F)cc1)Nc1ccc(F)cc1F
-26	CCOc1ccccc1/C=N/NC(=O)c1cccc(S(=O)(=O)N2CCOCC2)c1
-13	COc1cnc(-c2ccccn2)nc1Oc1c(C)cccc1C
-3	Cc1ccnc(NC2CCCCC2)c1
-1	Cc1ccc(CN2CCN(Cc3c(C)nn(C(C)C)c3C)CC2CCO)o1 (stereo not given)

Entries shown so far that contain an NH in an aromatic ring:
E-sel TNF inh	Structure
-21	Cc1n[nH]c(=O)n1-c1ccc(OC(F)(F)F)cc1
13	Cc1ccc(C(=O)Oc2cc(C)[nH]c(=O)c2[N+](=O)[O-])cc1
6	Cc1ccc(C)n1-c1ccc(-c2ccn[nH]2)cc1
6	O=C(NCCc1c[nH]c2ccccc12)/C(=C/c1cccnc1)NC(=O)c1ccccc1
-21	Cc1cc2nc(CCl)cc(=O)n2[nH]1
-8	CCOCCCNC(=O)c1ccc2c(=O)n(Cc3ccc4c(c3)OCO4)c(=S)[nH]c2c1
8	O=C(/C=C/c1ccc[nH]1)c1ccccc1
-13	O=C(CCn1c(=S)[nH]c2ccccc2c1=O)NCCc1ccccc1
-16	COCC1CCN(Cc2cn[nH]c2-c2cc3ccccc3o2)C1 (stereo not given)
-27	Cc1csc(SCC(=O)N(C)c2c(N)n(Cc3ccccc3)c(=O)[nH]c2=O)n1
21	Cc1cccc(C)c1NC(=O)COC(=O)c1ccc2[nH]c3c(c2c1)CCCC3
-15	Cc1nnc(SCCCCSc2nnc(C)c(=O)[nH]2)[nH]c1=O
-30	CCOc1cc2[nH]c(=O)n(CCCC(=O)N(C)Cc3ccccc3)c(=O)c2cc1OCC
75*	CC(=O)N[C@@H](Cc1c[nH]c2ccccc12)C(=O)OCC(=O)Nc1ccc(S(=O)(=O)N(C)C)cc1
-25	CC(=O)Nc1ccc(S(=O)(=O)Nc2cccc3[nH]ncc23)cc1
5	FC(F)c1nc2ccccc2[nH]1
